# Bioassay records (PubChem BioAssay)
# NTR1 ag: NTR1-driven beta-arrestin-GFP spot formation – imaging, U2OS cells, high content, primary screen (AID 493036); 330,000 compounds, 0.17% hits; activation, % at 20 µM; agonist mode;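 active = activation at or above 40% of the spot to cytoplasm intensity ratio, with at least 20 cells analyzed; inconclusive = wells under 20 cells, flagged as cytotoxic or low count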;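 also: 0% = DMSO without peptide and 100% = 100 nM NTR1 peptide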
# Target sequence (P30989 whole entry, looked up): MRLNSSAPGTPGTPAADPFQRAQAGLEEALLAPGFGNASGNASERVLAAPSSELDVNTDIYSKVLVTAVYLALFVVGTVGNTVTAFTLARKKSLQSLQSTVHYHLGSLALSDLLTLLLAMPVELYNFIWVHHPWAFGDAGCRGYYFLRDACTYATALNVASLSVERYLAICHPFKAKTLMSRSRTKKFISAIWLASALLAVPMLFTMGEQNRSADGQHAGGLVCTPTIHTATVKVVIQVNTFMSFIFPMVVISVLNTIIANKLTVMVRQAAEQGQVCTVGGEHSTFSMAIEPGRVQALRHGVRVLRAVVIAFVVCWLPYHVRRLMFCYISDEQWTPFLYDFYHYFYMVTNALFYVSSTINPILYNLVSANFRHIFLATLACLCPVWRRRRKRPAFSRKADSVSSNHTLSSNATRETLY
# GPR35 arrestin U2OS: inhibition of zaprinast-stimulated GPR35 beta-arrestin translocation – imaging, U2OS, beta-arrestin-GFP, zaprinast agonist, primary screen (AID 2058); U2OS GPR35 beta-arrestin-GFP translocation imaging, zaprinast antagonism; higher % means a stronger effect; inhibition, % at 10 µM, or IC50 in µM where a hit was titrated; 290,000 compounds, 0.052% hits;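 active = inhibition of at least 50% with at least 30 cells and total cytoplasm GFP at most 10,000,000; inconclusive = under 30 cells or total GFP of 10,000,000 plus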
# Rac1 GTP hydrolysis: MgcRacGAP GTPase-activating activity inhibitors, confirmation, biochemical, ADP Hunter fluorescence; 340,000 compounds, 0.6% hits; AID 624330; MgcRacGAP-stimulated Rac1 GTP hydrolysis, ADP Hunter fluorescence; higher % means a stronger effect; GST-tagged Rac1 F28L mutant substrate; inhibition, % at 30 µM, or IC50 in µM where a hit was titrated;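 active = first-screen hits whose inhibition reached a set limit at any dose in the follow-up dose series; inconclusive = inhibition above the set first-screen limit but never retested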;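 also: fluorescence reports GDP produced by GAP-driven GTP hydrolysis; strong numbers were not always called active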
# SV40 large T antigen: SV40 large T antigen inhibitors, biochemical (AID 1903); one-dose inhibition, % at 20 µM; IC50 in µM for titrated hits; SV40 large T antigen ATPase/helicase inhibition assay; higher % means a stronger effect; 310,000 compounds, 0.39% hits; in the data active = a potency from the dose series; inconclusive = inhibition mostly from about 32% at the one dose, without a potency; inactive = the rest, 99 in 100 with inhibition below about 32%; also: strong numbers were not always called active
# NS5 inhibitors: Dengue-2 NS5 methyltransferase inhibitors, primary screen, biochemical, confirmation dose response (AID 588689). Dengue-2 NS5 methyltransferase capping enzyme assay, biochemical; higher % means a stronger effect. one-dose inhibition, % at 25 µM; IC50 in µM for titrated hits. 340,000 compounds, 0.3% hits; in the data active = a potency from the dose series; inconclusive = inhibition above about 29% without an active follow-up result
# AID2073: inhibitors of Mint1-CaV2.2 protein interaction, biochemical, HTRF (AID 2073). inhibition, % at 20 µM; hits with a dose series show IC50 in µM. 290,000 compounds, 0.19% hits. HTRF protein-protein interaction, Mint1-CaV2.2; higher % means a stronger effect; in the data active = inhibition mostly above about 51%, no sharp cut-off; inconclusive = no clear call, values can overlap the other calls; inactive = mostly below about 53%; also: some results filed as inactive read as strong as hits
# GPR55 beta-arrestin: selective activators of receptor GPR55 – imaging, U2OS cells, beta-arrestin-GFP redistribution, primary screen (AID 1961); U2OS GPR55 beta-arrestin-GFP redistribution imaging; higher % means a stronger effect; 290,000 compounds, 0.048% hits; activation, % at 10 µM, or EC50 in µM where a hit was titrated;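 active = activation above 40% with more than 50 cells counted in the well; inconclusive = wells holding fewer than 50 cells, flagged as toxic or sparse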;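 also: U2OS osteosarcoma cells stably expressing GPR55 and beta-arrestin-GFP; plate controls were DMSO negative control for no effect and LPI positive control for full effect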
# Yfh1-depleted yeast: mitochondrial function rescue without frataxin homolog – Friedreich's ataxia, plus single-dose screen, dose response (AID 1465); S. cerevisiae Yfh1-off respiration, WST-1 reduction, 72 h; higher fold induction means a stronger effect; one-dose fold induction at 50 µM; EC50 in µM for titrated hits; 220,000 compounds, 0.074% hits;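 active = fold induction of absorbance versus untreated yeast above a set limit, then at least 30% activation at any dose in follow-up; inconclusive = repeats straddling the limit, or above it without dose testing; inactive = fold induction below the set limit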;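 also: activators that raise dye reduction in frataxin-depleted yeast; strong numbers were not always called active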
# GPR55 antagonists: GPR55 antagonists blocking LPI-driven arrestin recruitment, primary screen, imaging, U2OS, beta-arrestin-GFP, LPI agonist (AID 2013). 290,000 compounds, 0.13% hits. one-dose inhibition, % at 10 µM; IC50 in µM for titrated hits. U2OS GPR55 beta-arrestin-GFP translocation imaging, LPI antagonism; higher % means a stronger effect;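 active = spots per cell inhibited over 60%, with over 100 cells counted and total cytoplasm intensity under 500,000; inconclusive = wells with under 100 cells, flagged as likely toxic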;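 also: U2OS cells stably carrying GPR55 and arrestin-GFP stimulated by 5 µM LPI near EC80; imaged beta-arrestin-GFP aggregate spots per cell after agonist stimulation; plate controls were LPI-stimulated DMSO wells for no effect and DMSO wells without LPI for full effect; some results filed as inactive read as strong as hits; confirmed hits need IC50 under 10 µM and bright autofluorescent wells are also inconclusive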
# NTR1 ag cell count 20 µM: further read-out of NTR1 ag, marked with its call; cell count; measured here: cell count, cytotoxicity flag
# * marks the source's active call; other numbers are inactive results; i = inactive; u = inconclusive; x = not tested or not shown. Rows are unselected; overall some 1.7% were active at least once.
SMILES,NTR1 ag,NTR1 ag cell count 20 µM,GPR35 arrestin U2OS,Rac1 GTP hydrolysis,SV40 large T antigen,NS5 inhibitors,AID2073,GPR55 beta-arrestin,Yfh1-depleted yeast,GPR55 antagonists
COCc1c(C(=O)N2CCN(Cc3c(F)cccc3Cl)CC2)oc2ccccc12,4.3,54,6.0%,7.8%,5.5%,2.4%,-2.4%,-0.1%,x,-8.1%
O=C1CSC(c2ccccc2)N1Cc1ccccn1 (stereo not drawn),x,x,-5.5%,x,0.8%,-2.0%,8.7%,-0.1%,x,5.6%
COC(=O)c1sccc1NC(=O)Nc1cc(C)cc(C)c1,1.0,49,5.1%,8.2%,29.3%,1.0%,8.3%,-0.1%,x,6.9%
CCCc1ccc(-c2cc(C(=O)NCCc3ccc(S(N)(=O)=O)cc3)c3ccccc3n2)cc1,8.3,81,5.2%,1.5%,3.8%,-7.6%,30.1%,0.8%,i,-3.6%
O=C(Nc1ccccc1C(=O)NC(Cc1ccccc1)C(=O)O)c1ccco1 (stereo not drawn),-1.0,97,-14.5%,3.0%,3.6%,-9.8%,24.0%,0.2%,x,1.5%
Cc1occc1C(=O)NNC(=O)c1ccccc1Br,-0.5,37,11.2%,10.6%,3.1%,-2.2%,-0.5%,-0.1%,i,6.3%
COC(=O)c1cc(-c2ccc(S(=O)(=O)N3CCCC(C)C3)cc2)c(C(F)(F)F)s1 (stereo not drawn),4.2,46,5.2%,11.1%,14.3%,-0.8%,4.0%,-0.2%,x,2.3%
Cc1nnc(SCC(=O)c2ccccc2F)n1Cc1ccccc1,2.7,53,3.9%,12.6%,9.7%,-9.3%,-14.9%,0.0%,i,-1.2%
O=C(O)C=C1C2CC3CC(C2)CC1C3,-0.8,59,-11.7%,9.7%,-3.4%,0.8%,-3.9%,0.2%,i,-1.5%
O=C(Nc1ccc2oc(-c3ccncc3)nc2c1)c1ccc2c(c1)OCCO2,3.4,62,1.9%,-2.0%,8.4%,3.1%,-17.6%,-0.1%,i,7.0%
CCOC(=O)N1CCN(C(=O)CS(=O)Cc2nc(-c3ccc(C)cc3)oc2C)CC1 (stereo not drawn),-0.5,64,11.3%,-0.7%,1.3%,-2.1%,3.9%,-0.2%,i,7.1%
O=C(CN1C(=O)NC2(CCCC2)C1=O)N1CCN(c2cccc(C(F)(F)F)c2)CC1,-0.9,63,x,5.7%,10.0%,0.0%,x,x,x,x
COc1c(CC=C(C)C)cc(C2CC(=O)c3c(O)cc(O)cc3O2)cc1CC=C(C)C (stereo not drawn),22.0,60,2.1%,-5.4%,4.7%,1.4%,32.2%,5.1%,i,26.1%
Cc1ccc(NC(NC(=O)c2cccs2)C(Cl)(Cl)Cl)cc1 (stereo not drawn),8.8,45,16.1%,3.9%,8.8%,1.1%,-1.9%,0.2%,i,2.8%
O=C(CS(=O)(=O)c1c[nH]c2ccccc12)N1CCc2ccccc21,-2.4,91,6.7%,7.8%,8.5%,-2.1%,6.0%,-0.1%,x,5.1%
COC(=O)c1ccc(N2CCN(C(=O)c3ccccc3)CC2)c(NC(C)=O)c1,-0.2,91,15.0%,10.8%,7.1%,3.6%,5.3%,0.2%,i,6.6%
Cc1cc(C)n2nc3nc(N4CCCCC4)nc(-c4ccco4)c3c2n1,3.7,53,9.5%,2.2%,19.5%,-9.0%,-16.7%,0.2%,i,3.9%
O=C(CNC(=O)c1ccco1)N/N=C/c1ccc(O)cc1O,0.6,56,1.2%,104µM*,28.4%,-3.6%,16.4%,0.1%,x,-8.1%
Clc1ccc(-c2csc(-c3ccncc3)n2)cc1,3.9,74,13.0%,13.2%,1.8%,-1.5%,9.6%,-0.3%,i,-9.9%
Cc1cc(C)nc(N(C#N)S(=O)(=O)c2ccccc2)n1,-0.9,55,-0.8%,-12.8%,6.9%,-2.0%,0.7%,0.1%,i,0.3%
O=c1[nH]c(-c2ccccc2)nnc1-c1ccccc1,-0.4,54,12.0%,8.5%,9.3%,-2.9%,2.0%,0.8%,i,7.8%
Cc1ccc(Cn2nnc3c(=O)[nH]c(C4CCCN(S(=O)(=O)c5ccc(F)cc5)C4)nc32)cc1 (stereo not drawn),10.2,59,8.2%,6.9%,1.6%,-7.3%,-0.8%,-0.2%,x,4.0%
CCOC(=O)c1sc(C)nc1C1CCN(C(=O)OCC)CC1,-2.9,94,9.3%,0.4%,-0.7%,-6.4%,8.1%,-0.1%,i,7.3%
COc1ccc2c(c1)C(=O)Nc1cc(Cl)ccc1N2,1.5,53,x,15.9%,19.1%,-6.2%,x,x,x,x
Cc1ccc(C)c(NC(=O)C2CCCC2)c1,1.4,54,x,0.0%,7.2%,-3.1%,x,x,x,x
# (list continues)
SMILES,NTR1 ag,NTR1 ag cell count 20 µM,GPR35 arrestin U2OS,Rac1 GTP hydrolysis,SV40 large T antigen,NS5 inhibitors,AID2073,GPR55 beta-arrestin,Yfh1-depleted yeast,GPR55 antagonists
C=CCNC(=O)/C(=C/c1cccc([N+](=O)[O-])c1)NC(=O)c1ccco1,0.2,44,23.5%,3.0%,-0.3%,-3.6%,6.5%,-0.1%,i,12.1%
O=C(OCc1cncs1)c1cccs1,-2.2,33,-2.4%,3.6%,4.1%,-2.3%,-4.1%,-0.1%,i,-5.3%
COc1ccc2[nH]cc(CCNS(=O)(=O)c3ccc(F)cc3)c2c1,0.3,42,5.4%,6.5%,11.3%,x,-3.4%,-0.1%,i,-9.5%
O=C1N(CN2CCN(c3cccc(Cl)c3)CC2)c2ccccc2C12OCCCO2,5.2,57,-4.4%,2.5%,13.2%,2.0%,-10.0%,0.6%,i,7.6%
Cc1cc(C)nc(Sc2ncnc3sc4c(c23)CCC4)n1,-0.3,74,-12.0%,6.8%,8.0%,-7.1%,4.1%,-0.4%,i,-3.1%
CCCOc1ccc(N2C(=O)CC(NCc3cccnc3)C2=O)cc1 (stereo not drawn),-0.8,35,5.2%,0.0%,21.9%,-7.4%,13.7%,0.2%,i,5.7%
CN1CCc2c(sc(NC(=O)c3ccc4ccccc4c3)c2C(N)=O)C1,-0.8,64,0.3%,-4.2%,6.7%,-46.9%,3.6%,0.0%,x,32.5%
O=C(COc1cccc(Br)c1)NN=C1c2ccccc2-c2ccccc21,23.2,31,2.2%,1.3%,19.9%,2.6%,27.1%,0.2%,i,15.2%
O=C(NNc1ncnc2c1cnn2-c1ccccc1)c1ccco1,0.3,65,-3.0%,2.3%,8.9%,-0.8%,-2.5%,-0.6%,i,15.5%
Cn1c(SCc2ccc(Cl)cc2)nc(C(F)(F)F)cc1=O,8.9,58,-1.7%,7.2%,-0.6%,-5.5%,3.5%,-0.2%,i,-5.7%
CCN(CC)C(=O)C(=O)N/N=C/c1cccc(Br)c1,0.8,35,-8.5%,4.4%,1.5%,-6.7%,6.2%,0.1%,i,4.3%
Cc1cc(C)c2nc(N(CCCN(C)C)C(=O)C3=COCCO3)sc2c1,0.4,73,x,2.0%,6.3%,-13.1%,x,x,x,x
COc1ccc(CC(NC(C)=O)C(=O)NC2CCN(S(=O)(=O)c3ccc(NC(C)=O)cc3)CC2)cc1OC (stereo not drawn),-0.9,36,12.7%,x,25.0%,x,-5.8%,-0.1%,i,3.1%
S=c1[nH]nc(-c2ccc(Br)o2)n1Cc1ccccc1,0.2,50,-11.2%,u,36.0%,-7.2%,24.3%,0.3%,i,-10.9%
Cc1ccc(CNC(=S)Nc2ccc(NS(=O)(=O)c3ccc(C)cc3)cc2)cc1,14.2,76,3.1%,6.4%,8.8%,-3.9%,-3.9%,-0.1%,x,2.0%
COc1ccc2c(=O)c(Oc3ccc(C(=O)O)cc3)c(C(F)(F)F)oc2c1,0.5,34,-1.4%,3.3%,2.4%,-2.4%,2.9%,-0.4%,i,-33.5%
Cc1ccc(CSCC(=O)N(C)CC(=O)Nc2c(Cl)cccc2Cl)cc1,-0.2,43,x,4.2%,1.2%,0.0%,x,x,x,x
CCn1c(=O)c2c(n3cnnc13)-c1ccccc1CC21CCCCC1,1.7,42,3.3%,11.2%,0.9%,-3.3%,7.5%,0.3%,i,-7.5%
CC(=O)NC(NC(=S)Nc1ccc(N=Nc2ccccc2)cc1)C(Cl)(Cl)Cl (stereo not drawn),11.3,77,1.7%,7.3%,-0.2%,-4.0%,-26.3%,-0.1%,i,7.6%
[N-]=[N+]=NC[C@H](Cc1ccccc1)N1CC[C@@H](OCc2ccccc2)CCC1=O,5.1,46,1.0%,6.6%,6.2%,6.4%,-3.2%,0.4%,x,-3.4%
O=S(=O)(c1ccccc1)N1CCN(S(=O)(=O)c2ccccc2)C1,-0.4,50,15.4%,3.1%,2.6%,-3.5%,-2.6%,-0.2%,i,-20.2%
CCOC(=O)C1CN(C(C)(C)C)C(=O)C1=O (stereo not drawn),-1.2,51,2.6%,-7.1%,15.8%,-5.1%,-11.4%,0.2%,i,14.7%
COc1cccc(C(=O)Oc2cc(C)[nH]c(=O)c2[N+](=O)[O-])c1OC,2.6,73,-6.8%,12.4%,-9.0%,-0.7%,-2.5%,0.4%,x,-2.4%
CCOCCCn1c(=S)[nH]c2cc(C(=O)N3CCC(C(N)=O)CC3)ccc2c1=O,0.2,74,16.7%,4.9%,-2.6%,-3.8%,-38.4%,-0.1%,i,6.8%
C#CCNC(=O)C1=C[C@@H](c2ccc(Br)cc2)C[C@@H](OCCCCO)O1,2.0,64,4.3%,8.3%,7.6%,-7.4%,34.2%,0.9%,i,-8.2%
O=C(NCc1ccccn1)Nc1cccc([N+](=O)[O-])c1,-0.4,64,11.0%,7.0%,4.2%,-0.3%,11.4%,0.3%,x,5.1%
COc1ccc(N(C(=O)CNC(=O)c2ccco2)C(C(=O)NC2CCCCC2)c2cccnc2)cc1 (stereo not drawn),0.1,43,0.1%,3.8%,9.5%,-3.2%,10.4%,-0.1%,x,2.9%
CC(=O)NC(CCS(C)(=O)=O)C(=O)Nc1cccc(C)c1C (stereo not drawn),-2.0,39,-2.0%,0.9%,1.1%,-4.8%,8.3%,-0.1%,i,-0.4%
